# Assay outcomes as filed in PubChem.
# APEX1 inh: qHTS Assay for Inhibitors of the Human Apurinic/apyrimidinic Endonuclease 1 (APE1); DNA repair nuclease/redox regulator APEX1 (Homo sapiens), P27695; recombinant APE1, TAMRA/BHQ-2 abasic DNA cleavage fluorescence; Potency, µM (doses to about 65.8 µM), for the others: top-dose activity change, negative = inhibition, most hits filed as inhibitors; hit rate 0.35% among 350,000; AID 2517, 2012;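 note: potency is the fitted concentration of half-maximal effect; plate controls were vehicle for no effect and reference inhibitor for full effect; nearly all actives have a fitted effect of over 55% in size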
#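 Quantitative HTS: incision of a TAMRA/BHQ-2 double-stranded substrate bearing a tetrahydrofuran abasic site by 0.75 nM APE1 raises fluorescence. Substrate 50 nM final, added after 15 min compound preincubation at room temperature; progress as third-minus-first kinetic read difference.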
# POLB inh: qHTS Assay for Inhibitors of DNA Polymerase Beta | P06746 | Pol beta primer extension/strand displacement, fluorescence kinetic | Potency, µM (series often up to 114 µM), for inactives: top-dose activity change, negative = inhibition, hits mostly inhibitors | hit rate 1.3% among 340,000 | AID 485314, 2010; note: potency is the fitted concentration of half-maximal effect; % is set by controls: 0 for no effect and ±100 for the full control effect
#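 10 nM enzyme + cpd, 15 min RT; start with substrate 50 nM final; read 0 min and after 10 min RT. Corrected, normalized data; 4-parameter Hill curve fit.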
# Anesthetic bind: qHTS Assay for Identification of Novel General Anesthetics; Ferritin light chain (Equus caballus), P02791; hit rate 0.074% among 350,000; Potency, µM (titrated, usually from 77.5 µM), without a hit: at the top dose activity change, negative = displacement, actives largely listed as inhibitors; AID 485281, 2010; apoferritin/1-aminoanthracene competitive binding, fluorescence; note: potency is the fitted concentration of half-maximal effect; % is set by controls: 0 for no effect and ±100 for the full control effect; nearly all actives have a fitted effect of over 20% in size
# Target sequence (P02791 2-175 limits assumed): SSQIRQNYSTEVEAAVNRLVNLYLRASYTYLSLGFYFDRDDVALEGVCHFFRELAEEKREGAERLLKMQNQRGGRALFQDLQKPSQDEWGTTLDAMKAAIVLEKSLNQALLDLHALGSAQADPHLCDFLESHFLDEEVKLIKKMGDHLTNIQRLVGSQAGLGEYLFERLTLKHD
#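 Horse-spleen apoferritin (10 uM) was mixed with 50% saturated 1-aminoanthracene in PBS, exposed to compounds for 10 min at room temperature, and read for fluorescence (ex 380 nm, em 535 nm). Competitive displacement was fitted with a four-parameter Hill equation.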
# POLH inh: qHTS for Inhibitors of Polymerase Eta; DNA polymerase eta (Homo sapiens), Q9Y253; recombinant Pol eta, fluorescent DNA replication assay; Potency, µM (titrated, usually from 114 µM), without a hit: at the top dose activity change, negative = inhibition, most hits filed as inhibitors; hit rate 1.2% among 390,000; note: potency is the fitted concentration of half-maximal effect; % is set by controls: 0 for no effect and ±100 for the full control effect
# Target sequence (Q9Y253 whole entry, looked up): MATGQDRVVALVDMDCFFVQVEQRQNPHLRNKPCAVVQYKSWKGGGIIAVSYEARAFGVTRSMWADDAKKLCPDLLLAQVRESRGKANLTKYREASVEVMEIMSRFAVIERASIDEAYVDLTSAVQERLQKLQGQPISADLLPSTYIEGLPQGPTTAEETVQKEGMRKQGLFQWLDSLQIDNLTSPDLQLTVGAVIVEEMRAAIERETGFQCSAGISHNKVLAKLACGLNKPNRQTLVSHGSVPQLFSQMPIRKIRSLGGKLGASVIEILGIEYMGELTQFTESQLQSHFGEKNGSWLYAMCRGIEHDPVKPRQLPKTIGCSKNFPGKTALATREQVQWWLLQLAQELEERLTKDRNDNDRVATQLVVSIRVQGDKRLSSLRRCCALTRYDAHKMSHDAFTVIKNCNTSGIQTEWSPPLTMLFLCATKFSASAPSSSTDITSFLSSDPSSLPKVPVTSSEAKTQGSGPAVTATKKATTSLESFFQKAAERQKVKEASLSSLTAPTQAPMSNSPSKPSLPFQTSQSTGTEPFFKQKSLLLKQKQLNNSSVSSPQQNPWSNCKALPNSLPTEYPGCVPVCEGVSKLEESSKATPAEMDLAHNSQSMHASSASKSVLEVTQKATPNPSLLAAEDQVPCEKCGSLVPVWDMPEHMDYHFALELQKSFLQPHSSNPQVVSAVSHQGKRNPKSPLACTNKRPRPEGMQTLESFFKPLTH
#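 Pol eta at 10 nM preincubated with compounds 15 min at room temperature; reaction started with fluorescent substrate (50 nM final) and read kinetically at 0 and 10 min.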
# Pol kappa inh: qHTS for Inhibitors of Polymerase Kappa | Potency, µM (titrated, usually from 107 µM), inactives show at the highest dose activity, negative = inhibition, hits mostly inhibitors | purified Pol kappa, fluorescent DNA synthesis assay, 10 min | AID 588579, 2011 | DNA polymerase kappa (Homo sapiens), Q9UBT6 | hit rate 0.53% among 400,000; note: potency is the fitted concentration of half-maximal effect; % is set by controls: 0 for no effect and ±100 for the full control effect
#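 First, compounds were pin-transferred onto 10 nM Pol kappa. After 15 min at room temperature, substrate was added to 50 nM final. Fluorescence was then measured kinetically at 0 and 10 min.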
# Pol iota inh: qHTS for Inhibitors of Polymerase Iota; DNA polymerase iota (Homo sapiens), Q9UNA4; Pol iota fluorescent replication assay, 10 min; Potency, µM (highest dose often 115 µM), inactives show at the highest dose activity, negative = inhibition, actives largely listed as inhibitors; hit rate 1% among 390,000; AID 588590, 2011; note: potency is the fitted concentration of half-maximal effect
#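 Pol iota at 10 nM preincubated 15 min with compounds at room temperature; reaction started with fluorescent substrate, 50 nM final. Fluorescence read kinetically at 0 and 10 min; buffer-only wells as negative control.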
# LDHA block: qHTS assay for inhibitors of human lactate dehydrogenase | hit rate 0.15% among 480,000 | purified LDHA, NADH/diaphorase-resazurin fluorescence; stronger effect = lower value | L-lactate dehydrogenase A chain (Homo sapiens), P00338 | activity change, % (values are at about 110 or 230 µM) | AID 1347041, 2019; in the data active = activity change below about -30%; inconclusive = mostly about -25% to -30%;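 note: plate controls were DMSO wells for no effect and wells without enzyme for full effect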
#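 Human LDH5 at 2 nM final in Tris HCl pH 7.4 with 0.06 mM NADH and 0.2 mM pyruvate, reacted 5 minutes at room temperature. Remaining NADH coupled via diaphorase/resazurin; resorufin fluorescence read at 0 and 20 minutes, normalized to enzyme-free and DMSO wells.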
# BLM helicase inh: qHTS Assay for Inhibitors of Bloom's syndrome helicase (BLM); RecQ-like DNA helicase BLM (Homo sapiens), P54132; recombinant BLM DNA unwinding, fluorescence dequenching; Potency, µM (doses to about 56.1 µM), for inactives: at the top dose activity change, negative = inhibition, actives largely listed as inhibitors; hit rate 0.2% among 350,000; AID 2528, 2010;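 note: potency is the fitted concentration of half-maximal effect; plate controls were vehicle for no effect and no enzyme for full effect; nearly all actives have a fitted effect of over 35% in size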
# Glioma ERSR ind: qHTS for Inducers of the Endoplasmic Reticulum Stress Response (ERSR) in Human Glioma: qHTS; Potency, µM, for inactives: at the highest dose activation, hits mostly activators; hit rate 0.02% among 420,000; U87-MG GRP78 promoter luciferase reporter, 16 h; note: potency is the fitted concentration of half-maximal effect; series mostly up to about 76 µM; % of control where 0% means no effect; nearly all actives have a fitted effect of over 35% in size
#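 Stably transfected U87-MG glioma cells carrying a GRP78-based luciferase sensor; 16 h compound incubation. Luminescence end-point read 10 min after Bright-Glo addition at room temperature.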
# * = called active by the depositor; ? = inconclusive; . = no result given; & = joins results of further samples; [ ] = another dose, or the depositor's remark. Unless noted, calls come from the whole dose curve; as a rule, active = well fitted curve in the direction sought with a large enough effect; inconclusive = small, poorly fitted or top-dose-only effect, or another doubt; inactive = no such curve, though single readings can be large; an effect the other way counts as inactive or inconclusive. A portion of the library, so the mix of outcomes need not match the whole.
SMILES,APEX1 inh,POLB inh,Anesthetic bind,POLH inh,Pol kappa inh,Pol iota inh,LDHA block,BLM helicase inh,Glioma ERSR ind
O=C(Nc1ccc(N2CCOCC2)cc1)C1CC(=O)N(c2ccc(Cl)cc2)C1 (stereo unspecified),13%,21%,-3%,-1%,-5%,110%[activator],-7,-4%,-6%
CC(=O)c1ccc(OCC(O)CN2CCC(C)CC2)cc1 (stereo unspecified),-4%,1%,-18%,-6%,-12%,1%,-8,9%,1%
COc1ccc(Cl)cc1C(=O)Nc1cccnc1Cl,7%,3%,-5%,-13%,-4%,14%,-4,1%,-1%
CCc1nn2c(=O)cc(COC(=O)c3ccc4c(c3)OCO4)nc2s1,.,-13%,-1%,-13%,-2%,-8%,1,-2%,2%
COc1ccc(NC(=O)N2CCCC(C(=O)NCc3ccccc3F)C2)cc1 (stereo unspecified),15%,9%,1%,0%,-8%,54%[activator],-4,3%,-4%
CCc1ccc(N2CC(C(=O)OCC(=O)NC3CCS(=O)(=O)C3)CC2=O)cc1 (stereo unspecified),7%,15%,-8%,4%,-8%,20%,-4,1%,0%
CCN(CC(=O)NCCc1ccc(S(N)(=O)=O)cc1)Cc1ccccc1,-10%,17%,-4%,2%,-7%,3%,-7,-1%,-4%
Cc1ccc(NC2CCCN(C(=O)CCN3CCOCC3)C2)cc1C (stereo unspecified),37%,2%,-14%,-16%,8%,54%[activator],3,1%,-1%
CCOC(=O)c1cccc(NC(=O)CSc2nnc(C3CCCCC3)n2C)c1,-5%,-2%,-23%,-13%,-11%,34%[activator],9,0%,-2%
CC1CCCC(NC(=O)COC(=O)c2cccs2)C1C (stereo unspecified),4%,.,.,-15%,0%,17%,-3,.,-1%
Cc1ccc(OCc2ccc(Br)cc2)c([N+](=O)[O-])n1,8%,14%,?,.,.,.,.,-7%,.
CCOC(=O)C1=C(C)NC(=O)NC1c1ccc(OC(=O)c2ccco2)cc1 (stereo unspecified),-3%,11%,3%,-9%,-7%,6%,-4,3%,2%
O=C(Nc1cccc(F)c1)Nc1ccnn1C1CCN(C(=O)CCN2CCCO2)CC1,19%,1%,-11%,-1%,0%,24%,1,-1%,-2%
Fc1ccc(COc2ccc(C(=S)N3CCCC3)cc2)cc1,-5%,-5%,?,-17%,-9%,106%[activator],-6,-7%,6%
COc1ccc(NS(=O)(=O)c2ccc(NS(=O)(=O)c3cccs3)cc2)c(OC)c1,-2%,63%,-10%,-23%,-3%,82%[activator],-1,0%,-2%
CCNc1nc2c(c(=O)[nH]c(=O)n2C)n1Cc1ccc(F)cc1,-1%,2%,6%,?,-8%,24%,-5,5%,1%
CCC1(C)Cc2c(sc3[nH]c(=S)[nH]c(=S)c23)CO1 (stereo unspecified),-5%,5%,9%,-1%,-5%,6%,-15,-6%,-7%
Cc1ccc(S(=O)(=O)/N=C(/NC(=S)Nc2ccccc2)c2ccccc2)cc1,1%,0%,-6%,-16%,-4%,12%,-3,-3%,-5%
O=C(Cc1ccc(Cl)cc1)Nc1ccccc1N1CCOCC1,-1%,5%,-18%,-7%,-2%,4%,-9,-3%,-3%
Clc1ccccc1Cn1nnc2c(NCCN3CCOCC3)ncnc21,12%,14%,8%,0%,-1%,-17%[58.9 µM],3,-4%,-3%

# Sorted by SMILES length (smallest number first): some entries from above.
SMILES,APEX1 inh,POLB inh,Anesthetic bind,POLH inh,Pol kappa inh,Pol iota inh,LDHA block,BLM helicase inh,Glioma ERSR ind
CC1CCCC(NC(=O)COC(=O)c2cccs2)C1C (stereo unspecified),4%,.,.,-15%,0%,17%,-3,.,-1%
Fc1ccc(COc2ccc(C(=S)N3CCCC3)cc2)cc1,-5%,-5%,?,-17%,-9%,106%[activator],-6,-7%,6%
Clc1ccccc1Cn1nnc2c(NCCN3CCOCC3)ncnc21,12%,14%,8%,0%,-1%,-17%[58.9 µM],3,-4%,-3%
Cc1ccc(NC2CCCN(C(=O)CCN3CCOCC3)C2)cc1C (stereo unspecified),37%,2%,-14%,-16%,8%,54%[activator],3,1%,-1%
CCC1(C)Cc2c(sc3[nH]c(=S)[nH]c(=S)c23)CO1 (stereo unspecified),-5%,5%,9%,-1%,-5%,6%,-15,-6%,-7%
CCNc1nc2c(c(=O)[nH]c(=O)n2C)n1Cc1ccc(F)cc1,-1%,2%,6%,?,-8%,24%,-5,5%,1%
CCN(CC(=O)NCCc1ccc(S(N)(=O)=O)cc1)Cc1ccccc1,-10%,17%,-4%,2%,-7%,3%,-7,-1%,-4%
CCOC(=O)c1cccc(NC(=O)CSc2nnc(C3CCCCC3)n2C)c1,-5%,-2%,-23%,-13%,-11%,34%[activator],9,0%,-2%
CCOC(=O)C1=C(C)NC(=O)NC1c1ccc(OC(=O)c2ccco2)cc1 (stereo unspecified),-3%,11%,3%,-9%,-7%,6%,-4,3%,2%
O=C(Nc1cccc(F)c1)Nc1ccnn1C1CCN(C(=O)CCN2CCCO2)CC1,19%,1%,-11%,-1%,0%,24%,1,-1%,-2%
COc1ccc(NS(=O)(=O)c2ccc(NS(=O)(=O)c3cccs3)cc2)c(OC)c1,-2%,63%,-10%,-23%,-3%,82%[activator],-1,0%,-2%

# Additional records follow:
SMILES,APEX1 inh,POLB inh,Anesthetic bind,POLH inh,Pol kappa inh,Pol iota inh,LDHA block,BLM helicase inh,Glioma ERSR ind
Nc1nc2n(n1)C(c1ccco1)CC(c1ccc(Cl)c(Cl)c1)N2 (stereo unspecified),5%,14%,-14%,5%,-5%,3%,-2,0%,-3%
Nc1ccccc1N=Cc1ccc(-c2cccc(Cl)c2)o1,-9%,-2%,96%[activator],-8%,1%,1%,3,-9%,1%
O=C(NC1CC1)c1cccc(NC(=O)C2CC2)c1,.,.,.,-7%,-2%,14%,4,.,-2%
Cc1ccc(S(=O)(=O)c2cn(C)c3cc(N4CCN(C)CC4)c(F)cc3c2=O)cc1,53%,?,-6%&-13%,-12%&-21%,6%&2%,4%&47%,-2&-3,-5%&4%,-6%&-3%
Cc1ccc(-c2nnn(CC(=O)N3CCCc4ccccc43)n2)cc1,-10%,?,-8%,-14%,-5%,-18%,1,-8%,1%
O=C(CC1S/C(=N/N=C/c2ccco2)NC1=O)Nc1ccccc1 (stereo unspecified),-1%,1%,-3%,-3%,-4%,85%[activator],-1,-5%,1%
Cc1[nH]c2ccccc2c1SCc1n[nH]c(=S)n1C,1%,21%,-6%,5%,0%,-10%,-11,-2%,0%
COc1ccccc1NS(=O)(=O)c1ccc2oc(SC(C)C(=O)N3CCNC3=O)nc2c1 (stereo unspecified),-14%,.,.,-10%,-12%,-5%,2,.,3%
CC(=O)Nc1ccc(NC(=O)CSCc2ccccc2Cl)cc1,.,.,.,-13%,1%,53%[activator],-1,.,1%
Cc1cccc(OCCCC(=O)Nc2ccc(S(=O)(=O)Nc3nccs3)cc2)c1C,8%,-15%,-12%,-8%,-12%,1%,-1,-8%,-5%
CCOc1ccccc1NC(=O)C1=C(C)Nc2ncnn2C1c1sccc1C (stereo unspecified),.,1%,3%,-7%,-12%[60.1 µM],-9%,-8,0%,-5%
CCC(C)(C)NC(=O)c1ccc(S(=O)(=O)N2CCCCCC2)cc1,2%,6%,-18%,3%,-1%,?,-6,-1%,0%
COc1cccc(NC(=O)CN(C)C(=O)c2c(C)nn(Cc3ccc(C)cc3)c2Cl)c1,-5%,.,.,-17%,0%,25%,2,.,-4%
Cc1ccc2c(c1)C1C=CCC1C(C(=O)O)N2 (stereo unspecified),16µM*,3.5µM*,-14%,.,.,.,.,14µM*,.
Cn1nc(-c2ccc(Cl)cc2)c2cc(C(=O)NCCCN3CCCC3)sc21,-11%,50µM*,-21%,9%,-25%,?,-1,152%[activator],?
CN(C)c1ccc(C(=S)N2CCCC2)cc1Br,-6%,80%,-17%,1%,-4%,13%,-2,-4%,-3%
Cc1ccc(C(C)C)c(OCC(O)CN2CCN(c3ccccc3F)CC2)c1 (stereo unspecified),.,1%,-12%,-11%,-5%,-2%,1,-11%,-3%
COc1ccccc1NC(=O)NCC1(N(C)C)CCCCC1,20%,18%,-13%,-9%,-5%,70%[activator],-7,-3%,-4%
COc1ccc(NC(=O)COC(=O)c2cc3c(s2)CCC3)cc1,5.3µM*,.,.,45µM*,?,32µM*,-3,.,-3%
O=C1/C(=C2/NCCN2C2CC(=O)N(c3ccccc3)C2=O)CC/C1=C\c1ccccc1 (stereo unspecified),8%,32%,-13%,-3%,3%,21%,-2,-7%,0%
CC(Cl)C(=O)Nc1c2c(nn1-c1ccccc1)CSC2 (stereo unspecified),46%,-11%,-7%,-7%,-14%,-2%,-13,-2%,-5%
O=C(CN1CCOCC1)N1CCCc2ccccc21,-1%,-26%,-3%,-15%,-21%,99%[activator],-6,2%,-3%
C[n+]1c(/C=C/c2ccc3c(c2)OCO3)ccc2ccccc21,5%,9%,-10%,8%,-15%,23%,-33*,1%,-2%
Cc1ccc2c(c1)N(C(=O)CCC(=O)N1CCN(c3cccc(C)c3C)CC1)CCO2,45%[activator],?,2%,-9%,-11%,-15%,-9,-6%,-7%
